# Assay outcomes as filed in PubChem.
# MITF TRPM1 inh: reduces MITF-dependent TRPM1 promoter luciferase signal. 0.83% of 330,000 active. SK-MEL-5 TRPM1 promoter luciferase, 24 h. inhibition, % at 12.5 µM. AID 488899;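 active means mean inhibition across replicates of 60% or more, whatever share of single replicates reaches that level; inconclusive means some that reach 60%, reason not given; inactive means mean inhibition across replicates below 60%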; further: values of inactives mirror those of a sister screen read the other way
# Peg3 prom inh: inhibitors of Peg3 promoter; HeLa PEG-Prom luciferase reporter, luminescence, overnight; inhibition, % at 20 µM; 1.7% of 360,000 active;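 active means inhibition of at least 50% at 20 µM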
# NR2E3 ag-1: activates human NR2E3 receptor; AID 602229; 0.35% of 360,000 active; inhibition of corepressor binding, % at 3.98 µM; Q9Y5X4; CHO-S Gal4-NCOR/VP16-NR2E3 two-hybrid, luciferase;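 active means inhibition above the mean of all tested compounds plus 3 SD, cut at about 70% in these data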;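 further: 0% = DMSO with NR2E3 transfected cells and 100% = cells lacking NR2E3 construct; higher means lower luciferase signal from less NR2E3 corepressor binding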
# Target sequence (Q9Y5X4 whole entry, looked up, the tested form may be a part): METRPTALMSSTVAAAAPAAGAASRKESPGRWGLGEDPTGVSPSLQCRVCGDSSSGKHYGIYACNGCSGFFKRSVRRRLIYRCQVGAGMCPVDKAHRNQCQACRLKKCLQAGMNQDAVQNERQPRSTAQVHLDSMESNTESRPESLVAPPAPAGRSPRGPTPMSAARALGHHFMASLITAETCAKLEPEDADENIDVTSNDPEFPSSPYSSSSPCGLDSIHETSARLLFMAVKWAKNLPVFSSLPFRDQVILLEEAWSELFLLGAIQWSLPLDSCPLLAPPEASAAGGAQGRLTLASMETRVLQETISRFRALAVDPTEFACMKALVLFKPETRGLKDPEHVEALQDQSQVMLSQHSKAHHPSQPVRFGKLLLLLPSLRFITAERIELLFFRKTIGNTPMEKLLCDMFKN
# Shn3 3UTR inh: inhibitors of Schnurri-3 3'UTR reporter in osteoblasts. Clone20 osteoblast Shn3 3'UTR firefly luciferase, 24 h. inhibition, % at 12.5 µM. 0.52% of 360,000 active. AID 588674;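 active means mean inhibition of at least 75% with every replicate also reaching 75%; inconclusive means mean inhibition at least 75% but some replicate below; inactive means mean inhibition below 75%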;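 further: 0% = median of neutral control wells and 100% = pilot-screen positive control compound; some compounds past the cut are filed as inactive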
# TRAIL sens C8: sensitizes caspase-8 expressing cells to TRAIL. NB7+C8 cells + TRAIL, ATPlite viability luminescence. inhibition (viability loss, TRAIL sensitization), % at 10 µM. 1% of 360,000 active. AID 624354;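 active means compounds causing at least 50% loss of cell viability in the single-dose screen, relative to plate controls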
# CF NFkB inh: cystic fibrosis NF-kB activation inhibition; inhibition, % at 5 µM; KKLEB NF-kB-GFP reporter, PAF-induced, GFP fluorescence overnight; 0.86% of 360,000 active;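 active means at least 50% inhibition at 5 µM, scaled per plate between neutral and stimulator controls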;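 further: PAF is a Pseudomonas aeruginosa culture filtrate used as stimulus; plate controls were PAF-stimulated DMSO wells for no effect and unstimulated DMSO wells for full effect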
# KKLEB tox: counter-screen for CF NF-kB inhibitors: cytotoxicity | AID 602141 | 0.36% of 360,000 active | activity change (cytotoxicity), % at 5 µM | KKLEB CF airway cells viability, ATPlite luminescence, overnight; active compounds read low; cells stimulated with P. aeruginosa culture filtrate;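 active means corrected activity change at or below -50% at 5 µM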
# HIF-2a block: inhibitors of HIF-2a; 786-0 RCC cells HIF-2a reporter, luciferase luminescence, overnight; inhibition, % at 18.8 µM; 0.72% of 360,000 active; AID 624352;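 active means inhibition of the luminescence signal of 40% or more relative to plate controls, in a single-dose primary screen at 18.75 µM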
# TROY NFkB inh: blocks TROY-dependent signaling in reporter cells; Q293 LMP1-TROYcd NF-kB luciferase reporter, 4 h; inhibition, % at 10 µM; 0.98% of 360,000 active;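 active means compounds whose plate-normalised and pattern-corrected inhibition of the luciferase reporter signal at the single screening dose is 50% or more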
# TWEAK Fn14 block: TWEAK-Fn14 signaling inhibition; inhibition, % at 10 µM; TWEAK-stimulated Fn14 reporter cells, luciferase luminescence, 8 h; AID 1159606; 2% of 360,000 active; in the data active means inhibition above about 50%
# NR2E3 ag-2: agonists of human nuclear receptor NR2E3; GST-NR2E3/biotin-RetCOR TR-FRET, 1536-well; Q9Y5X4; AID 2300; inhibition of corepressor binding, % at 4.78 µM; 0.12% of 320,000 active;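 active means percent inhibition above the cutoff of mean plus 3 SD of all tested compounds, set per screening campaign, cut at about 20% in these data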;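 further: 0% = DMSO wells and 100% = biotin wells as full block of FRET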
#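 Format: 1536-well format; test system: GST-NR2E3 and biotin-RetCOR proteins; read-out basis: percent inhibition of TR-FRET ratio; timing: 5 h incubation at 4 °C; detection: time-resolved FRET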
# Starred values were filed as active, the others as inactive; ? = inconclusive; · = no result given. These rows are one share of the data. The share of hits here may be higher or lower than overall.
SMILES,MITF TRPM1 inh,Peg3 prom inh,NR2E3 ag-1,Shn3 3UTR inh,TRAIL sens C8,CF NFkB inh,KKLEB tox,HIF-2a block,TROY NFkB inh,TWEAK Fn14 block,NR2E3 ag-2
CCC(C)(C)c1ccc(OCCCC[n+]2cccc(C)c2)c(C(C)(C)CC)c1,98*,101*,10,88*,14,60*,-48,32,48,77*,·
CCOc1ccc(-c2nnc3ccc(SCC(=O)Nc4cc(C)on4)nn23)cc1,-6,16,-6,-23,1,-24,-1,20,-7,6,4
Cc1ccc(C)c(OCCn2c(=O)c3c(ncn3C3CCCC3)n(Cc3ccccc3)c2=O)c1,2,42,-19,19,1,17,-12,36,5,-17,0
Cc1nc2ccc(N)nc2nc1C,4,11,0,3,6,10,-3,7,-24,31,·
Cc1ccc(NC(=O)CCC(=O)OC(C(=O)c2ccc(C)c(C)c2)c2ccccc2)c(C)c1 (stereo not drawn),6,8,-7,-2,4,-15,-1,18,14,10,-1
O=C(CSc1nnc(-c2cccnc2)n1-c1ccccc1)N1CCN(c2ccc(F)cc2)CC1,7,23,-11,5,7,3,2,30,-12,12,1
COc1cc(N)c(Cl)cc1C(=O)OCC(=O)N1c2ccccc2NC(=O)C1(C)C,11,8,-4,5,9,16,-21,12,9,27,·
Cc1ccccc1OCCn1cc(/C=C(\C#N)C(=O)NCc2ccco2)c2ccccc21,-1,31,-5,7,-6,39,-47,15,24,-89,1
Cc1cccc(C)c1NC(=O)c1cccc(COc2cc(Cl)ccc2Cl)c1,-20,-163,-87,-2,5,6,-5,-102,-52,-33,-4
COc1ccc(CNC(=O)[C@@H]2CC=C[C@@H]3CCN(Cc4ccc(Cl)c(Cl)c4)C(=O)[C@@H]32)cc1,-2,30,4,19,0,-27,-2,4,8,19,0
CCNC(=O)CC1SC(=Nc2ccc(C)cc2)NC1=O (stereo not drawn),9,13,9,-2,-3,4,6,0,-6,-20,1
Cc1onc(-c2ccccc2)c1CNS(=O)(=O)c1ccc(F)cc1F,3,19,-21,1,-32,22,-9,17,-20,3,-4
Cc1ccc(NC(=O)c2ccc3c(c2)OCCO3)nc1,13,-33,-135,23,74*,8,-11,-30,29,62*,2
CCOC(=O)c1sc(NC(=O)C2CSC3(C)CCC(=O)N23)nc1C (stereo not drawn),·,-8,-14,-6,-2,15,-6,11,14,9,2
O=C1c2ccsc2SCCN1Cc1c(Cl)cccc1Cl,-11,10,-48,-4,-9,-2,8,13,-55,-22,2
CNC[C@H]1OCc2ccccc2-c2ccccc2C(=O)N([C@H](C)CO)C[C@H]1C,·,1,-12,-4,5,16,4,10,4,-9,·
Cc1ccc(CNC(=O)C2CCC(=O)N(CCc3cccc(F)c3)C2)cc1 (stereo not drawn),-4,6,0,23,-6,3,5,-1,1,-6,-2
COC(=O)COc1cc(=O)oc2ccc(NS(=O)(=O)c3ccccc3)cc12,8,-3,-14,-4,5,2,-1,7,4,27,-5
Cc1ccc(NC(=S)NC2CCN(Cc3ccccc3)CC2)cc1,6,17,14,-4,-8,-5,18,9,13,11,-4
Cc1cc(C)c(S(=O)(=O)N2CCCOC2CNC(=O)C(=O)NCc2cccs2)c(C)c1 (stereo not drawn),-4,9,-4,14,-1,4,7,13,-15,12,-2
CC(C)CNC(=O)c1oc2ccccc2c1COc1ccccc1,-3,12,-5,11,1,1,-5,12,-17,1,0
CC(C)N(C)c1ncnc2c1ncn2[C@H]1CN(Cc2ccc3c(c2)OCO3)C[C@@H](CO)O1,·,0,-14,4,7,5,-8,10,3,-13,·
CCOC(=O)c1[nH]c(C)c(C(=O)OCC(=O)N(CC)C2CCS(=O)(=O)C2)c1C (stereo not drawn),-5,-7,-16,10,9,1,-13,6,-3,-12,-8
COc1ccccc1-c1nnc(SCC(=O)OC(C)C)o1,27,-6,-5,-15,6,0,6,5,-36,-13,2
CC(=O)CC1OC(=O)C(Br)=C1NCc1ccccc1 (stereo not drawn),-21,104*,30,10,-3,9,-10,42*,15,37,1
CCOc1ccc(NC(=O)CSc2nccn2Cc2ccco2)cc1,-45,-185,-75,-29,7,16,-14,-199,-77,-10,4
CC(C)OC(=O)c1cccc(NC(=O)c2ccccc2)c1,-78,-179,12,10,22,8,-5,-226,-59,-4,3
COc1ccccc1-c1ccc(SCC(=O)N2CCOCC2)nn1,-11,-3,-17,6,0,7,3,6,-10,-15,-3
CCN(CCCNC(=O)C1CCCN(S(=O)(=O)CC)C1)c1cccc(C)c1 (stereo not drawn),-5,14,12,6,-17,-7,2,24,3,14,3
Cc1ccc(S(C)(=O)=O)cc1C(=O)OCC(=O)N1CCCC1=O,2,-4,-1,0,-15,-3,14,7,3,-4,·
COc1cccc(-n2nnc3c(=O)n(CC(=O)N4CCC(Cc5ccccc5)CC4)cnc32)c1,15,-25,-14,17,4,17,-12,-58,26,11,4
Cc1ccc(S(=O)(=O)N2CCCCC2C(=O)NCc2ccco2)cc1 (stereo not drawn),1,8,7,10,-4,-7,9,13,5,5,-1
CN(C)c1cccc2c(S(=O)(=O)Nc3ccccn3)cccc12,10,-1,-9,22,-5,18,-14,3,62*,84*,1
O=C(N/N=C/c1ccc(F)cc1)c1cc(-c2ccco2)nc2ccccc12,18,-15,-75,7,50*,2,-8,-48,-7,-2,0
CCc1nnc(NC(=O)CCC(=O)NC2CCCCCCC2)s1,4,-5,14,0,-2,2,7,2,-1,-17,1
Cc1ccc(S(=O)(=O)NCCc2cc3ccc(C)cc3[nH]c2=O)cc1,8,21,9,?,12,-6,8,6,17,10,2
Cc1ccc(CS(=O)(=O)CC(C)(O)c2ccc(Cl)cc2)cc1 (stereo not drawn),4,9,9,23,10,4,0,18,-3,2,-1
CCOC(=O)CN1C(=O)C(Sc2n[nH]c(-c3ccc(O)cc3)n2)CCc2ccccc21 (stereo not drawn),10,28,-9,28,3,-8,7,8,5,-2,2
O=C(O)C1Cc2c([nH]c3ccccc23)C(c2ccc3c(c2)OCO3)N1 (stereo not drawn),4,1,-7,5,5,-15,4,-35,-58,3,3
O=C(O)CC1(CC(=O)Nc2ccc3ccccc3n2)CCCCC1,-1,18,-21,-17,2,-22,2,9,-2,4,3
O=C1C(=O)N(CCO)C(c2ccc(Br)cc2)/C1=C(\O)c1ccccc1 (stereo not drawn),2,10,-12,-4,-10,16,0,21,2,8,2
COc1ccc(Br)cc1CN(C)CC(=O)Nc1cccc(S(N)(=O)=O)c1,-2,16,0,-6,0,-16,5,7,0,-26,-7
COC(=O)c1ccccc1NC(=O)C(=O)NCC1CCCO1 (stereo not drawn),-14,-23,-15,-15,-6,8,-18,-40,-18,2,0
CCOC1OC(=O)C(Cl)=C1Nc1cc(C)ccc1C (stereo not drawn),-18,0,5,-9,-1,-2,7,16,4,-19,1
Cc1ccc(C)c(S(=O)(=O)N2CCN(c3ncnc4sccc34)CC2)c1,34,59*,86*,86*,67*,-4,10,28,44,49,·
COc1ccc(S(=O)(=O)N2CCC(C(=O)Nc3ccccc3C)CC2)c2cccnc12,2,-2,-13,-26,-3,12,-2,20,-5,-19,1
COc1ccccc1/C=C/C(=O)OCC(=O)NC1CCS(=O)(=O)C1 (stereo not drawn),-6,16,-4,-23,-10,5,12,-5,-2,3,·
CCn1cc(C(=O)OCc2cccc(Br)c2)c(=O)c2ccc(C)nc21,-5,0,-5,-13,2,3,-14,30,4,4,3
O=S(=O)(NC1CC1)c1cccc(S(=O)(=O)N2CCCC2)c1,5,3,12,9,7,-6,10,3,16,-10,-1
CC(C)(C)C(=O)N1CCN(C(=O)c2ccco2)CC1,1,8,-4,2,-4,-3,10,0,-12,-5,1
Cn1c(CNC(=O)CNC(=O)c2ccccc2F)cc(=O)n(C)c1=O,8,1,-6,12,-18,-8,2,9,-5,-8,-2
Cn1c(CCNC(=O)c2ccccc2)nc2cc(NC(=O)C3CCCCC3)ccc21,5,-26,-9,-17,-8,7,12,-15,-10,-34,2
CCOC(=O)N1CCN(S(=O)(=O)c2cc(Br)cc3c2N(C(=O)C2CC2)CC3)CC1,1,16,-15,-7,-38,4,-5,18,4,2,3
c1ccc2cc(C3CCCCC3)ncc2c1,-90,-39,-23,-97,-8,0,2,-25,-16,-21,·
COc1ccc(NC(=O)[C@@H](NC(N)=O)C(C)C)cc1Cl,1,-27,-15,2,-8,-9,15,7,24,0,-1
CN(C)c1nc(N(C)C)nc(N(C#N)CCOc2ccccc2)n1,-1,10,1,2,14,3,-19,-16,0,-13,0
CC(=O)NC(c1cccc(F)c1)c1nc(-c2csc3ccccc23)cs1 (stereo not drawn),·,-17,-12,-26,26,32,-10,-36,-2,7,·
CCCn1c(NC(=O)c2ccco2)nc2ccccc21,27,-7,-13,-3,8,-3,-2,4,-14,-2,3
O=[N+]([O-])c1ccc(Cl)c(CN2CCC(O)CC2)c1,-12,5,-25,6,0,-7,5,6,15,-14,-2
NNC(=O)Cn1c(-c2ccccc2)cc2ccccc21,-3,17,-13,-4,14,0,-5,24,6,-4,4

# 3 entries already listed, arranged by length of the SMILES, highest first:
SMILES,MITF TRPM1 inh,Peg3 prom inh,NR2E3 ag-1,Shn3 3UTR inh,TRAIL sens C8,CF NFkB inh,KKLEB tox,HIF-2a block,TROY NFkB inh,TWEAK Fn14 block,NR2E3 ag-2
O=[N+]([O-])c1ccc(Cl)c(CN2CCC(O)CC2)c1,-12,5,-25,6,0,-7,5,6,15,-14,-2
NNC(=O)Cn1c(-c2ccccc2)cc2ccccc21,-3,17,-13,-4,14,0,-5,24,6,-4,4
CCCn1c(NC(=O)c2ccco2)nc2ccccc21,27,-7,-13,-3,8,-3,-2,4,-14,-2,3

# 2 compounds from above, limited to TWEAK Fn14 block.
structure	TWEAK Fn14 block
CCOC1OC(=O)C(Cl)=C1Nc1cc(C)ccc1C (stereo not drawn)	-19
Cc1ccc(C)c(S(=O)(=O)N2CCN(c3ncnc4sccc34)CC2)c1	49

# (listing goes on)
SMILES,MITF TRPM1 inh,Peg3 prom inh,NR2E3 ag-1,Shn3 3UTR inh,TRAIL sens C8,CF NFkB inh,KKLEB tox,HIF-2a block,TROY NFkB inh,TWEAK Fn14 block,NR2E3 ag-2
Cc1ccc(C(=O)NCCNC(=O)c2ccc(F)cc2)cn1,15,4,-12,-4,-10,6,5,8,-11,35,-1
Cc1cccc(C)c1N(CC(O)Cn1c2ccccc2c2ccccc21)S(C)(=O)=O (stereo not drawn),9,44,-26,15,21,6,-16,-13,2,-7,1
COC(=O)c1ccc(C(=O)OC)c(NC(=O)COC(=O)c2ccc(OC)c(OC)c2OC)c1,6,5,-2,-8,0,-22,8,11,7,8,1
COc1cc(NC(=O)Cn2cnc(S(=O)(=O)N3CCCCC3)c2)cc(OC)c1OC,-3,1,-3,-1,15,-2,3,15,9,8,0
CN(C)S(=O)(=O)c1ccc(C(=O)Nc2nc(-c3ccccc3)c(C(=O)c3ccccc3)s2)cc1,-9,25,-11,-6,14,-22,8,1,-15,45,-4
CSCCC(C(=O)Nc1c(C)cccc1C)N(Cc1ccccc1)Cc1ccccc1 (stereo not drawn),·,28,23,2,20,14,-8,-12,4,22,·
